Compound activity as filed in PubChem BioAssay.
NTR1 agonist: agonists of NTR1, primary screen, imaging, U2OS cells, beta-arrestin-GFP, high content (AID 493036); Neurotensin receptor type 1 (Homo sapiens), P30989; NTR1-U2OS beta-arrestin-GFP spot imaging, agonist mode; activation, % at 20 µM; 330,000 tested, 0.17% active;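 active means activation at or above 40% of the spot to cytoplasm intensity ratio, with at least 20 cells analyzed; inconclusive means wells under 20 cells, flagged as cytotoxic or low count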;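 further: 0% = DMSO without peptide and 100% = 100 nM NTR1 peptide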
Target sequence (P30989 whole entry, looked up): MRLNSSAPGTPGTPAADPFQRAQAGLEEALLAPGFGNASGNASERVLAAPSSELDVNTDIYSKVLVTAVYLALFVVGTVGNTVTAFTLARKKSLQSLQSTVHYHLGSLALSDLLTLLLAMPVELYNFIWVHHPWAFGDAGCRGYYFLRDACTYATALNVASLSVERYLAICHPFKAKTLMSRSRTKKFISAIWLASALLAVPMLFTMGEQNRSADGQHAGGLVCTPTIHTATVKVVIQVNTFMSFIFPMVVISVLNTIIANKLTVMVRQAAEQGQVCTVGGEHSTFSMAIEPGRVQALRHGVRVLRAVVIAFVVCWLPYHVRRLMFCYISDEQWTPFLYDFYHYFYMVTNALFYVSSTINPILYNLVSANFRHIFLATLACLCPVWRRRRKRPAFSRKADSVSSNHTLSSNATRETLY
KOR beta-arrestin-1: KOR antagonists, beta-arrestin recruitment, cell-based, luminescence, uHTS (AID 1778) | Kappa-type opioid receptor (Homo sapiens) | KOR beta-arrestin recruitment, luminescence, antagonist mode; higher % means a stronger effect | one-dose inhibition, % at 10 µM; IC50 in µM for titrated hits | 290,000 tested, 0.091% active; in the data active means inhibition above about 50%; further: strong numbers were not always called active
KOR beta-arrestin-2: KOR agonists, beta-arrestin recruitment, primary screen, cell-based, luminescence, uHTS (AID 1777); activation, % at 10 µM, or EC50 in µM where a hit was titrated; KOR beta-arrestin recruitment, luminescence; higher % means a stronger effect; 280,000 tested, 0.02% active; Kappa-type opioid receptor (Homo sapiens); in the data active means activation above about 50%, passing the limit was not always enough; further: a part of the inactive calls stands beside numbers as strong as those of hits
NOD1 NF-kB reporter: NOD1 signaling inhibitors, primary screen, cell-based, luminescence, uHTS (AID 1578). NOD1-driven NF-kB luciferase reporter cells, luminescence; higher % means a stronger effect. inhibition, % at 4 µM; hits with a dose series show EC50 in µM. 290,000 tested, 1% active; in the data active means inhibition mostly above about 36%, no sharp cut-off; inactive means mostly below about 34%;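 further: HEK-293T reporter cells stimulated with the NOD1 agonist gamma-tri-DAP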
Rac1 GTP hydrolysis: MgcRacGAP GTPase-activating activity inhibitors, confirmation, biochemical, ADP Hunter fluorescence | MgcRacGAP-stimulated Rac1 GTP hydrolysis, ADP Hunter fluorescence; higher % means a stronger effect; GST-tagged Rac1 F28L mutant substrate | inhibition, % at 30 µM, or IC50 in µM where a hit was titrated | 340,000 tested, 0.6% active | AID 624330, 2012;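 active means first-screen hits whose inhibition reached a set limit at any dose in the follow-up dose series; inconclusive means inhibition above the set first-screen limit but never retested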;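 further: fluorescence reports GDP produced by GAP-driven GTP hydrolysis; strong numbers were not always called active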
GPR55 LPI antagonism: GPR55 antagonists blocking LPI-driven arrestin recruitment, primary screen, imaging, U2OS, beta-arrestin-GFP, LPI agonist (AID 2013). G-protein coupled receptor 55 (Homo sapiens). U2OS GPR55 beta-arrestin-GFP translocation imaging, LPI antagonism; higher % means a stronger effect. one-dose inhibition, % at 10 µM; IC50 in µM for titrated hits. 290,000 tested, 0.13% active;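 active means spots per cell inhibited over 60%, with over 100 cells counted and total cytoplasm intensity under 500,000; inconclusive means wells with under 100 cells, flagged as likely toxic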;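 further: U2OS cells stably carrying GPR55 and arrestin-GFP stimulated by 5 µM LPI near EC80; imaged beta-arrestin-GFP aggregate spots per cell after agonist stimulation; plate controls were LPI-stimulated DMSO wells for no effect and DMSO wells without LPI for full effect; some results filed as inactive read as strong as hits; confirmed hits need IC50 under 10 µM and bright autofluorescent wells are also inconclusive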
GPR35 arrestin U2OS: GPR35 antagonists blocking zaprinast-driven arrestin recruitment, primary screen, imaging, U2OS, beta-arrestin-GFP, zaprinast agonist (AID 2058) | U2OS GPR35 beta-arrestin-GFP translocation imaging, zaprinast antagonism; higher % means a stronger effect | inhibition, % at 10 µM, or IC50 in µM where a hit was titrated | G-protein coupled receptor 35 (Homo sapiens) | 290,000 tested, 0.052% active;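 active means inhibition of at least 50% with at least 30 cells and total cytoplasm GFP at most 10,000,000; inconclusive means under 30 cells or total GFP of 10,000,000 plus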
GPR55 activation: GPR55 agonists via beta-arrestin recruitment, primary screen, imaging, U2OS cells, beta-arrestin-GFP redistribution (AID 1961); U2OS GPR55 beta-arrestin-GFP redistribution imaging; higher % means a stronger effect; activation, % at 10 µM; hits with a dose series show EC50 in µM; 290,000 tested, 0.048% active;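 active means activation above 40% with more than 50 cells counted in the well; inconclusive means wells holding fewer than 50 cells, flagged as toxic or sparse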;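 further: U2OS osteosarcoma cells stably expressing GPR55 and beta-arrestin-GFP; plate controls were DMSO negative control for no effect and LPI positive control for full effect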
UTI89 phage lysis: inhibition of K1F phage lysis, E. coli UTI89, bacterial capsule biogenesis inhibitors, alamar blue (AID 488966); E. coli UTI89 K1F phage lysis, alamar blue, 2 h; higher % means a stronger effect; one-dose inhibition, % at 100 µM; IC50 in µM for titrated hits; 340,000 tested, 0.02% active;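 active means phage lysis inhibition, versus mean bacterial control, above a set limit; inconclusive means no clear call, values can overlap the other calls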;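 further: capsule biogenesis inhibitors block K1F phage lysis so surviving cells raise fluorescence; higher fluorescence means more inhibition of phage lysis; actives were called in the ten point dose series up to 300 µM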
NTR1 agonist cell count 20 µM: recorded beside NTR1 agonist, whose call it bears; cell count; measured here: cell count, cytotoxicity flag
Active calls of the source: *; ? = inconclusive; · = not tested or not shown; [ ] = another dose, or the depositor's remark. These rows are one share of the data, so the mix of outcomes need not match the whole.

SMILES	NTR1 agonist	NTR1 agonist cell count 20 µM	KOR beta-arrestin-1	KOR beta-arrestin-2	NOD1 NF-kB reporter	Rac1 GTP hydrolysis	GPR55 LPI antagonism	GPR35 arrestin U2OS	GPR55 activation	UTI89 phage lysis
CN1CCN(c2nc3c(c(=O)n(C)c(=O)n3C)n2Cc2cccc3ccccc23)CC1	-0.9	43	10.1%	1.1%	-29.9%	9.2%	-8.1%	0.8%	-0.1%	-0.7%
Cc1c(Cl)c([N+](=O)[O-])nn1CC(=O)N1CCN(C23CC4CC(CC(C4)C2)C3)CC1	-0.4	51	-20.1%	3.4%	-32.5%	-3.7%	-0.6%	-6.4%	·	-0.3%
O=C(COC(=O)c1cc(-c2ccco2)nc2ccccc12)NCc1ccccc1	-6.5	75	0.6%	-8.8%	-32.9%	5.0%	3.8%	-3.3%	-0.1%	-0.1%
CCOC(=O)C1=C(CN2CCC(C)CC2)NC(=O)NC1c1ccc(Cl)cc1 (stereo not given)	1.0	57	21.8%	-3.5%	-17.0%	-2.0%	2.2%	-6.2%	-0.1%	1.3%
Cc1cc(=O)oc2cc(NC(=O)c3cccc(Br)c3)ccc12	1.1	55	-20.5%[20 µM]	-2.9%	-51.6%	5.0%	-20.4%	20.5%	1.2%	-0.9%
CC(C)C(NC(=O)c1cccs1)c1nnc(SCC(=O)Nc2nccs2)n1C (stereo not given)	1.4	60	-16.1%	-3.8%	-28.3%	-1.2%	8.9%	2.2%	-0.1%	4.1%
Cc1cc(NC(=O)COn2nnc3ccc(Cl)cc32)no1	0.8	36	8.6%	-3.3%	-1.5%	-1.3%	12.4%	-9.9%	-0.1%	0.6%
CCCn1cc(S(=O)(=O)CC(=O)NC2CCCCC2)c2ccccc21	0.4	57	18.8%	4.3%	-25.5%	5.7%	15.7%	-6.2%	-0.2%	0.2%
CCOC(=O)N1CCN(C(=O)C(CC)n2nc(C)c3sc4ccccc4c3c2=O)CC1 (stereo not given)	-1.1	35	-33.6%	-0.9%	-12.7%	5.0%	9.1%	-2.6%	-0.2%	0.2%
C=CCC1(CC=C)CCCN1C(=O)c1cc(COc2ccc(-n3cncn3)cc2)on1	1.5	44	0.2%	9.0%	24.9%	3.7%	7.6%	0.9%	0.0%	0.3%[50 µM]
CCCC1CC(C#N)N(N(C)C)C1=C(C#N)C#N (stereo not given)	-0.4	49	29.9%	0.0%	-9.8%	4.0%	1.7%	-4.9%	-0.1%	-1.6%
N#CCCN1CCN(C(=S)c2ccc(-c3cc(Cl)ccc3Cl)o2)CC1	3.9	84	14.5%	0.1%	10.7%	12.4%	24.2%	7.9%	0.4%	0.3%
CC(C)CC(=O)N1CCN(C(=O)c2ccco2)CC1	0.5	44	26.4%	1.4%	-25.0%	-9.5%	8.9%	-19.6%	-0.4%	-0.4%
CC(=O)OCCCCCCCCCCC[N+]1(C)CCCCC1	-0.1	48	-5.6%	2.0%	-12.7%	11.8%	-12.9%	-8.1%	0.6%	0.0%
Cc1cccc(/C(N)=N/OC(=O)COc2ccc(Cl)cc2)c1	0.9	64	1.7%	6.5%	-41.7%	3.4%	5.9%	-8.2%	0.7%	0.2%
CN(C)CCCCCNCCCNC(=O)/C=N\O	0.3	54	3.3%	14.1%	-6.6%	0.6%	-0.7%	11.9%	-0.2%	1.3%
CCOC(=O)C(=CNc1cc(C)nn1-c1ccc(Cl)cc1)C(=O)OCC	4.2	50	0.8%	1.8%	1.8%	4.8%	-5.6%	-8.0%	-0.1%	2.9%
C/C(Cl)=C/Cn1c(NCCN(C)C)nc2c1c(=O)n(C)c(=O)n2C	0.3	74	-26.3%	0.1%	-16.7%	-8.0%	7.5%	7.4%	-0.2%	-0.3%
O=S(=O)(CC(CN1CCCC1)N1CCCC1)c1ccc2ccccc2c1 (stereo not given)	12.7	84	-1.9%	-4.1%	51.2%*	2.6%	12.4%	8.8%	-0.2%	-0.1%
CCN(CC)S(=O)(=O)c1ccc(C)c(NC(=O)CSc2nc3ccccc3[nH]2)c1	0.6	47	22.5%	6.7%	-13.9%	4.3%	10.1%	-6.2%	-0.4%	0.9%
CCNc1nc(NCC)nc(Oc2ccc(OCC)nn2)n1	0.0	50	-7.9%	58.5%	-22.2%	-1.0%	0.8%	-10.3%	-0.2%	1.7%
Cc1cc(/C=N/NC(=O)COc2cccc3cccnc23)c(C)n1-c1ccc(O)cc1	5.1	39	14.6%	-5.0%	-31.9%	9.5%	8.8%	20.8%	0.1%	0.8%[50 µM]
CC1Cc2ccccc2N1C(=O)CSc1nnnn1C (stereo not given)	-4.8	90	-2.8%	-8.7%	0.4%	-2.6%	0.6%	-5.4%	-0.1%	0.3%
N#C/C(=C\Nc1ccccc1SC(F)(F)F)c1nc(-c2ccc(F)cc2)cs1	9.1	91	-16.3%	-0.4%	43.6%	8.2%	-7.6%	-9.3%	1.4%	0.0%
CCSc1nnc(NC(=O)CCc2ccccc2)s1	0.1	40	9.0%	7.4%	-14.8%	2.1%	-0.8%	9.1%	-0.2%	1.7%
CC(C)(C)n1nc2c(c1NC(=O)c1ccc(S(=O)(=O)N3CCCC3)cc1)CS(=O)C2 (stereo not given)	-1.0	57	-3.1%	-1.4%	-2.9%	11.0%	4.8%	2.1%	-0.1%	3.9%
CC(=O)c1c(C)oc2ccc(N(C(C)=O)S(=O)(=O)c3ccc(F)cc3C)cc12	4.8	58	4.4%	2.9%	·	10.4%	8.7%	-9.3%	0.1%	-0.2%
O=C1Nc2ccccc2/C1=N\N=C\c1ccc(O)c(O)c1	0.6	59	15.3%	1.7%	-16.7%	?	-1.0%	26.7%	-0.2%	0.6%
C[C@@H](C(=O)N[C@H](C(=O)O)c1ccccc1)n1nnc2ccccc2c1=O	1.3	51	·	-3.1%	-10.2%	-1.4%	5.9%	-9.1%	1.8%	-0.1%
O=C(NNS(=O)(=O)c1ccc(Cl)cc1)c1ccc(S(=O)(=O)N2CCCCC2)cc1	3.8	62	-19.8%	-0.1%	-27.3%	9.4%	-7.1%	12.2%	-0.2%	1.0%
c1ccc(-c2onc3c2CCCC3)cc1	-3.9	75	-10.8%	-8.9%	18.7%	7.1%	-14.1%	-3.7%	0.2%	2.0%
COc1ccc(N2C(=O)C3CCCN3C2c2ccccc2OC)cc1 (stereo not given)	-0.4	45	-27.5%	-1.5%	-9.5%	-4.5%	-31.9%	14.4%	0.2%	-3.7%
O=C(CSc1nc2ccccc2c(=O)n1Cc1ccc(C(=O)NC2CC2)cc1)NCc1ccco1	-1.1	84	35.4%	-2.9%	·	7.1%	10.4%	-1.2%	0.2%	2.6%
CCOC(=O)c1sc(NC(=O)c2ccc(S(=O)(=O)N3CCCCC3)cc2)nc1-c1ccccc1	4.5	57	-23.9%	3.0%	33.3%	8.1%	10.0%	0.6%	0.3%	2.3%
COc1ccc(N2CCN(C(=O)c3ccccc3NS(=O)(=O)c3ccccc3)CC2)cc1	1.8	59	0.4%	5.6%	-1.4%	?	-1.3%	-1.8%	0.3%	0.7%[50 µM]
NC(=O)CC(NC(=O)Cc1ccc(Br)cc1)c1ccc(NCc2cc(F)ccc2F)c([N+](=O)[O-])c1 (stereo not given)	18.6	94	11.1%	-1.9%	1.9%	4.5%	4.8%	12.6%	-0.1%	0.7%
O=S1(=O)CCOC[C@H](CC2CCCCC2)N1Cc1ccccc1	8.1	75	-30.9%[20 µM]	-5.9%	-3.0%	0.5%	-5.8%	10.6%	0.0%	-1.3%
Cc1ccc(C(=O)Nc2ncc(Cc3ccccc3)s2)o1	-0.8	88	26.6%	-4.6%	-81.3%	5.4%	23.2%	7.7%	0.0%	1.2%
COc1ccc(NC(=O)c2nc(C)n(-c3ccc([N+](=O)[O-])cc3)n2)cc1	-0.8	47	-2.3%	-2.8%	-13.6%	1.4%	6.0%	6.3%	0.8%	0.4%
CCc1cc(-c2n[nH]c(C)c2-c2nc3ccccc3s2)c(O)cc1OCC(=O)NN	4.2	66	-22.9%	-0.9%	-13.9%	9.6%	12.1%	8.7%	-0.4%	2.5%

Next section, overlapping the part above by four compounds.
SMILES	NTR1 agonist	NTR1 agonist cell count 20 µM	KOR beta-arrestin-1	KOR beta-arrestin-2	NOD1 NF-kB reporter	Rac1 GTP hydrolysis	GPR55 LPI antagonism	GPR35 arrestin U2OS	GPR55 activation	UTI89 phage lysis
O=S1(=O)CCOC[C@H](CC2CCCCC2)N1Cc1ccccc1	8.1	75	-30.9%[20 µM]	-5.9%	-3.0%	0.5%	-5.8%	10.6%	0.0%	-1.3%
Cc1ccc(C(=O)Nc2ncc(Cc3ccccc3)s2)o1	-0.8	88	26.6%	-4.6%	-81.3%	5.4%	23.2%	7.7%	0.0%	1.2%
COc1ccc(NC(=O)c2nc(C)n(-c3ccc([N+](=O)[O-])cc3)n2)cc1	-0.8	47	-2.3%	-2.8%	-13.6%	1.4%	6.0%	6.3%	0.8%	0.4%
CCc1cc(-c2n[nH]c(C)c2-c2nc3ccccc3s2)c(O)cc1OCC(=O)NN	4.2	66	-22.9%	-0.9%	-13.9%	9.6%	12.1%	8.7%	-0.4%	2.5%
Cc1ccc(N2CCN(/N=C/C(Cl)=C/c3ccccc3)CC2)cc1	-2.0	61	-39.4%	0.2%	3.4%	-1.4%	1.0%	-1.3%	0.5%	-0.2%
O=C(NCCCN1CCCC1)Nc1cccc2ccccc12	0.7	55	19.4%	-3.5%	-0.1%	-3.1%	4.1%	-4.0%	0.0%	-0.2%
COC(=O)c1sc(SC)c(S(=O)(=O)C(C)C)c1N/N=C(\C#N)C(=O)c1ccccc1	-0.7	38	34.7%	5.0%	-8.9%	7.8%	-6.0%	3.2%	0.5%	0.2%
COc1ccc(N2C(=O)CC(Nc3ccc(C)cc3)C2=O)cc1 (stereo not given)	-0.6	96	-8.3%	-4.7%	-7.7%	3.6%	13.7%	6.1%	0.2%	2.8%
